# Bioassay records: PubChem BioAssay, several laboratories
# OX1R antag = antagonists of human orexin 1 receptor (OX1R); Orexin/Hypocretin receptor type 1 (Homo sapiens), O43613; OX1R-expressing cells, FRET antagonist read-out; inhibition, % at 6.6 µM; 330,000 compounds, 1.8% hits; AID 485270, 2010; in the data active = inhibition mostly above about 38%, no sharp cut-off; inactive = mostly below about 40%;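 note: 0% = agonist challenge alone and 100% = reference antagonist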
# Target sequence (O43613 whole entry, looked up): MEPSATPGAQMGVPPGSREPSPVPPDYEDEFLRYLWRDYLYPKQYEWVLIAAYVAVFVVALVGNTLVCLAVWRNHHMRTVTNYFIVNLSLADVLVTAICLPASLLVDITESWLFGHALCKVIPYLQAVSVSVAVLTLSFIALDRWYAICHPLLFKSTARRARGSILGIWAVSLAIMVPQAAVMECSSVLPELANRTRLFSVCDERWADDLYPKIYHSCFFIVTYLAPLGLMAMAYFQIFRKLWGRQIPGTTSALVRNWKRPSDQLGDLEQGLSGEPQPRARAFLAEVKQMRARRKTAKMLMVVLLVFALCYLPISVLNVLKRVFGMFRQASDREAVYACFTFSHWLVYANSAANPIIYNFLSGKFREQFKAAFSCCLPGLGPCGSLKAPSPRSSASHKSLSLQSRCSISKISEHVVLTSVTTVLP
# KCNQ2 block = KCNQ2 potassium channel inhibitors, primary screen, cell-based, CHO-K1, FluxOR thallium flux, B-score (AID 2156) | Potassium voltage-gated channel subfamily KQT member 2 (Rattus norvegicus), O88943 | 20 min; hits give low values | B-score at 10 µM | 310,000 compounds, 1.1% hits;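 active = fluorescence ratio B-score at most minus 3 library SDs, with starting brightness B-score within 2 library SDs, cut at about -5.5 in these data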
# STK33 inh = inhibitors of purified STK33 kinase, primary screen, biochemical, ADP-Glo luminescence, homogeneous, cell-free. MBP phosphorylation. Serine/threonine-protein kinase 33 (Homo sapiens), Q9BYT3. 320,000 compounds, 0.073% hits. AID 2661, 2010. inhibition, % at 10 µM;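 active = inhibition at or above 25%, using the most active replicate where run in duplicate; inactive = inhibition below 25%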
# Target sequence (Q9BYT3 whole entry, looked up): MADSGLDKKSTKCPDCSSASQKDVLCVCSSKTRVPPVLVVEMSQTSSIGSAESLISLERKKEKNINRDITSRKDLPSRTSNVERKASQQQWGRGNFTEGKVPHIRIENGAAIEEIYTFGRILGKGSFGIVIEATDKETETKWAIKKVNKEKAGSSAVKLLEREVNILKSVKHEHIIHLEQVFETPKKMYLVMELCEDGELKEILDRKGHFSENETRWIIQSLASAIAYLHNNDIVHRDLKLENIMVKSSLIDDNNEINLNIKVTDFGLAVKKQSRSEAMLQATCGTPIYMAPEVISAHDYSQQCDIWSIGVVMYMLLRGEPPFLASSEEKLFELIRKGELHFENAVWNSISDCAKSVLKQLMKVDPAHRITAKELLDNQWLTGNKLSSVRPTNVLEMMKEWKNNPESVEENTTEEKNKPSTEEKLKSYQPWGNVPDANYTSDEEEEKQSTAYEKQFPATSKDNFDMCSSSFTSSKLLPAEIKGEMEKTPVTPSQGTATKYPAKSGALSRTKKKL
# Active calls of the source: *; i = inactive; · = no result given.
# Fields: KCNQ2 block	STK33 inh	OX1R antag
> COCC1CCN(Cc2nc(-c3ccc(OC)cc3)no2)CC1
→ i	-2.0	-2.5
> COc1cc(-c2[nH]ncc2CN2CCc3sccc3C2)cc(OC)c1OC
→ i	2.0	11.8
> O=C(Nc1ccccc1)C1=C[C@@H](C2CCCCC2)C[C@@H](OCCCCO)O1
→ i	2.2	8.8
> O=C(N/N=C/c1ccc([N+](=O)[O-])o1)c1ccccc1-n1cccc1
→ i	0.0	53.2
> CCOc1ccc(S(=O)(=O)Nc2cccc(-c3ccc(N4CCCCCC4)nn3)c2)cc1
→ i	-0.2	16.6
> CCNC(=S)N/N=C/c1ccc(C(=O)O)cc1
→ i	-2.0	8.3
> Cc1ncoc1C(=O)Nc1nccs1
→ i	0.9	-1.7
> O=C(NCCc1ccccc1)c1cc(S(=O)(=O)N2CCOCC2)ccc1F
→ i	-1.9	7.0
> CCOc1ccc(Nc2nc3ccccc3n3nnnc23)cc1
→ i	-1.2	14.8
> COc1cccc(-c2nc(CS(=O)CC(=O)NC3CC3)c(C)o2)c1 (stereo not given)
→ i	0.9	10.7
> CN(C)S(=O)(=O)c1ccc(S(=O)(=O)NCCN2CCOCC2)cc1
→ i	-1.1	12.7
> COc1ccc(-c2cc(=O)c3cc(C)ccc3[nH]2)cc1
→ i	-0.6	21.3
> CCOc1ccc(C/C(O)=C2\C(=O)CC(C)(C)CC2=NCC(=O)O)cc1OCC
→ i	-3.2	17.2
> COc1ccccc1NC(=O)CSc1nnc(-c2ccoc2C)n1CC1CCCO1 (stereo not given)
→ i	-0.1	31.8
> O=C(CNC(=O)c1ccc(Br)o1)NCc1ccccc1Cl
→ i	0.0	·
> COC(=O)C1=C(CSCc2ccco2)NC(=O)NC1c1cc(C)ccc1C (stereo not given)
→ i	-1.6	17.1
> O=C1NC2CCc3nc4ccccc4c(=O)n3C2=Nc2ccccc21 (stereo not given)
→ i	-0.6	18.7
> Cc1ccc(NC(=O)NNC(=O)c2cc3ccccc3cc2O)cc1C
→ i	0.2	-6.3
> O=C(CNCc1ccccc1Cl)Nc1ccc(C(=O)N2CCCCC2)cc1
→ i	-1.7	23.4
> O=C(COC(=O)Cc1ccc(Cl)c(Cl)c1)NCc1ccco1
→ i	-1.2	17.4
> O=C(N/N=C/c1ccc(OC(=O)c2ccco2)cc1)c1ccc[n+]([O-])c1
→ i	-0.4	11.7
> CS/C(=N\S(=O)(=O)c1cccs1)Nc1ccc(Br)cc1F
→ i	-0.8	14.4
> Cc1ccc(C2CC(c3ccco3)n3ncnc3N2)cc1 (stereo not given)
→ i	1.0	9.6
> CCC(=O)Nc1nc2ccccc2n1Cc1ccccc1C
→ i	0.0	2.5
> CN(c1ccc(C(=O)NC2CC3CCC2C3)cc1)S(C)(=O)=O (stereo not given)
→ i	-0.3	-0.1
> O=C(NCc1cccnc1)c1cccc(S(=O)(=O)NCc2ccccc2)c1
→ i	-0.2	8.6
> CCCn1c(N)c(C(=O)CSc2nnc(N)s2)c(=O)[nH]c1=O
→ ·	0.2	-5.1
> O=S(=O)(c1ccccc1)c1nc(-c2ccco2)oc1NCCCN1CCOCC1
→ i	2.2	32.0
> Cc1ccc(-c2cc(C(F)F)n3ncc(C(=O)N4CCN(c5ccccn5)CC4)c3n2)cc1
→ -5.7*	-0.2	22.8
> COc1ccc(Cl)cc1NC(=O)c1[nH]nc(OC)c1[N+](=O)[O-]
→ i	-0.4	15.2
> O=C(NCCS(=O)(=O)N1CCN(c2ccc(F)cc2)CC1)c1ccc2c(c1)OCO2
→ i	-1.5	9.6
> CCS(=O)(=O)Nc1ccc(C2=NN(C(C)=O)C(c3cccs3)C2)cc1 (stereo not given)
→ i	-0.4	11.2
> O=C(Cn1cnc2c(nnn2-c2ccccc2)c1=O)N1CCOCC1
→ i	0.6	-2.4
> CCC(=O)N1CCC2(CC1)Oc1ccc(Cl)cc1C(=O)C21CC(c2cccnc2)=NO1 (stereo not given)
→ i	-0.2	34.0
> CCOC(=O)C1CCCc2c1[nH]c1c(C(N)=O)cccc21 (stereo not given)
→ i	0.5	17.2
> CCOc1ccc(Cn2nnc(C(=O)Nc3ccc(OC)cc3OC)c2N)cc1
→ i	3.1	2.8
> Cc1cnc(C(=O)OC(C)C(=O)Nc2ccccc2-c2ccccc2)cn1 (stereo not given)
→ i	-1.0	15.0
> CCOc1ccc2oc(C(=O)NNC(=O)c3csc(N4CCOCC4)n3)c(C)c2c1
→ i	0.3	10.0
> O=C(/C=C/c1ccccc1Cl)c1cccnc1
→ -7.95*	0.7	16.5
> CCOc1ccc(NC(=O)CCNS(=O)(=O)c2ccc3c(c2)oc(=O)n3C)cc1
→ i	-0.6	8.8
> CC(C)Cc1nnc(NC(=O)CSc2nc(=O)cc(N)n2-c2ccccc2)s1
→ i	-0.8	4.2
> CCN(C(=O)CSc1nc2ccc(OC)cc2[nH]1)C1CCS(=O)(=O)C1 (stereo not given)
→ i	1.1	3.5
> COc1ccc(N2CC(C(=O)NCCC3=CCCCC3)CC2=O)cc1 (stereo not given)
→ i	-1.8	12.7
> Cc1cc(=O)n2nc(N3CCCC3C(=O)NCCCN3CCCCC3)sc2n1 (stereo not given)
→ i	-0.8	16.8
> CCN1CCN(C(=O)c2cc3cc4cc(OC)ccc4nc3s2)CC1
→ i	1.3	109.7*
> Cc1cc(C)c2oc(C(=O)Nc3nnc(C(C)C)s3)cc(=O)c2c1
→ i	-1.3	14.0
> Cc1cc(C(=O)CSc2nnc(-c3ccccc3F)o2)c(C)n1Cc1cccs1
→ i	1.1	26.2
> CCN(c1ccccc1)S(=O)(=O)c1ccc(OC)c(NC(=O)CCc2nc3ccccc3c(=O)[nH]2)c1
→ i	-0.7	16.3
> O=C(CSCc1c(Cl)cccc1Cl)Nc1nccs1
→ i	-0.9	15.5
> C[C@H](CO)N1C[C@H](C)[C@@H](CN(C)S(=O)(=O)c2cccs2)Oc2ccc(NS(=O)(=O)c3ccc(F)cc3)cc2C1=O
→ ·	0.5	6.6
> CCCC(=O)Nc1ccc(-c2cnc(-c3ccc(NC(=O)CCC)cc3)nc2)cc1
→ i	0.0	8.4
> Cc1ccc(S(=O)(=O)NC(=NC(Cc2ccccc2)C(=O)O)c2ccccc2)cc1 (stereo not given)
→ i	-0.4	21.9
> Fc1cccc(C[n+]2csc3ccccc32)c1
→ i	0.7	12.1
> CN(C)S(=O)(=O)c1ccc(N2CCCC2)c(C(=O)NNC(=O)COc2cccc(F)c2)c1
→ ·	-0.4	6.5
> Oc1ccccc1/C=N/c1c(-c2ccco2)nc2ccccn12
→ i	3.1	15.7
> CCn1ccc(C(=O)Nc2ccccc2SC)n1
→ i	0.7	27.2
> COc1ccc(C(=O)Nc2ccc(N3CCN(C(C)=O)CC3)cc2)cc1[N+](=O)[O-]
→ i	-0.5	14.9
> O=C(c1cnn2c(C(F)(F)F)cc(-c3ccc4c(c3)OCO4)nc12)N1CCCC1
→ i	-0.2	18.7
> Clc1cccc(-c2sc(Nc3ccccc3)n[n+]2-c2ccccc2)c1Cl
→ i	0.2	32.9
> Cc1noc(/C=C/N(C)C)c1S(=O)(=O)NC1CCCCC1
→ i	-0.1	23.1

# Some of the entries above in another layout.
Structure	KCNQ2 block	STK33 inh	OX1R antag
Cc1cc(=O)n2nc(N3CCCC3C(=O)NCCCN3CCCCC3)sc2n1 (stereo not given)	i	-0.8	16.8
CCOc1ccc(Cn2nnc(C(=O)Nc3ccc(OC)cc3OC)c2N)cc1	i	3.1	2.8

# Further entries.
# Fields: KCNQ2 block	STK33 inh	OX1R antag
> COc1ccc(-c2n[nH]c(=S)n2-c2ccc(C)cc2)cc1
→ i	0.9	14.9
> COc1ccc(S(=O)(=O)Nc2cc(C)on2)cc1NC(C)=O
→ ·	0.3	4.3
> O=C(NC(=S)Nc1ccccc1O)c1ccc(-c2ccc(Cl)cc2)o1
→ i	1.1	57.2
> CCN1CCN(CC(=O)Nc2ccccc2)C(=O)C1=O
→ i	0.1	13.6
> CCC(=O)Nc1cccc(-c2cc3ccccc3oc2=O)c1
→ i	-0.3	16.2
> O=C(CSc1nnnn1C1CCCCC1)Nc1ccccc1F
→ i	-0.6	10.5
> C/C=C/c1ccc(OCCCCN2CCC(C)CC2)c(OC)c1
→ i	0.3	1.8
> N#Cc1ccc(-c2csc(NC(=O)c3ccc(S(=O)(=O)N4CCc5ccccc5C4)cc3)n2)cc1
→ i	-0.5	5.0
> CCOc1ccc(NC(=O)C(C)O)c(NS(=O)(=O)c2ccc(CCNC(C)=O)cc2)c1 (stereo not given)
→ i	3.1	5.2
> Brc1ccc([C@H]2CN3CCSC3=N2)cc1
→ i	-1.6	10.9
> COc1ccc(NS(=O)(=O)c2cccc(C(=O)NNC(=O)c3cccn3C)c2)cc1
→ i	-0.8	14.1
> Cc1ccc(N2C(=O)C(Cl)=C(Nc3c(C)n(C)n(-c4ccccc4)c3=O)C2=O)cc1
→ i	-0.8	6.0
> O=C(COC(=O)CC1CC2CCC1C2)NC(=O)NCc1ccco1 (stereo not given)
→ i	-0.8	2.4
> COc1ccccc1/C=C/C(=O)OCC(=O)N1CCCCC1
→ ·	-0.5	10.4
> CCCn1c(-c2ccncc2)n[nH]c1=S
→ i	-2.2	7.0
> O=C(O)c1ccccc1C(=O)c1ccc2c(c1)N(Cc1cccc(F)c1)C(=O)CO2
→ i	-1.5	10.9
> O=c1cc(O)c2ccccc2n1Cc1ccccc1F
→ i	1.8	11.3
> CCc1nc(CN(C)C(=O)C2CCC(=O)N(Cc3cccc(F)c3)C2)no1 (stereo not given)
→ i	-0.5	8.4
> NS(=O)(=O)c1ccc(NC(=O)COc2ccc(Cl)cc2)cc1
→ i	-0.5	0.9
> Brc1cc(Br)c2ncnc(N3CCCCC3)c2c1
→ i	1.5	-3.2
> Cc1cc(OCc2nnc(SCC(=O)OC3CCCCC3)o2)ccc1Cl
→ i	-2.3	2.3
> O=C(NC1CCN(C(=S)NCCc2ccccc2)CC1)C1CCCCC1
→ i	0.6	13.5
> O=C(NC1C2CC3CC(C2)CC1C3)C1CC1 (stereo not given)
→ i	-1.5	6.9
> Cc1ccc(Oc2nc3c(c(=O)n(C)c(=O)n3C)n2C)cc1C
→ i	-0.5	16.8
> COc1ccc(CCNC(=O)C(=O)NCC2CCCO2)cc1OC (stereo not given)
→ i	-0.5	5.0
> COc1cccc(CN(C)C(=O)c2cccc(NC(=O)CC3SC(N4CCCCC4)=NC3=O)c2)c1OC (stereo not given)
→ ·	0.9	-0.9
> COc1ccccc1NC(=O)C1=C(C)NC(=O)NC1c1cc(C)cs1 (stereo not given)
→ i	-2.2	-2.8
> O=C(CCN1CCCCC1=O)NC1CCCN(Cc2ccc(Cl)cc2)C1 (stereo not given)
→ i	-0.6	9.8
> CCn1c(=O)oc2cc(NC(=O)CCl)ccc21
→ i	-2.8	4.8
> COCCn1c(Cc2ccccc2)nnc1SCC(=O)NC1CC1
→ i	-0.2	9.8

# Ordered by the number under STK33 inh (smallest number first): 3 from the list above.
# Fields: KCNQ2 block	STK33 inh	OX1R antag
> O=C(COC(=O)CC1CC2CCC1C2)NC(=O)NCc1ccco1 (stereo not given)
→ i	-0.8	2.4
> COc1ccc(CCNC(=O)C(=O)NCC2CCCO2)cc1OC (stereo not given)
→ i	-0.5	5.0
> COCCn1c(Cc2ccccc2)nnc1SCC(=O)NC1CC1
→ i	-0.2	9.8

# Carrying on:
# Fields: KCNQ2 block	STK33 inh	OX1R antag
> CC(=O)c1cccc(NC(=O)c2ccc(N(C)S(=O)(=O)c3ccc(C)cc3)cc2)c1
→ i	-0.6	18.0
> CC(C)(C)c1ccc(Cn2nc(CC(=O)O)c3ccccc3c2=O)cc1
→ i	0.4	14.1
> CN1CCN(S(=O)(=O)c2cccc(C(=O)Nc3ccc(Br)cc3Br)c2)CC1
→ i	-0.5	13.2
> O=C(Cc1ccc(Br)cc1)OCC(=O)N1CCc2ccccc2C1
→ i	-1.1	4.0
> O=C(CC1SC(N2CCOCC2)=NC1=O)Nc1ccc(Cl)c(C(F)(F)F)c1 (stereo not given)
→ ·	0.4	1.3
> C/C(CC(=O)Nc1ccc([N+](=O)[O-])cc1)=N/NC(=O)C1C2CCCCC21 (stereo not given)
→ i	-1.2	10.2
> COc1cc(/C=C/C(=O)O)ccc1OS(=O)(=O)c1cc(C)ccc1C
→ i	1.6	34.7
> CC(C)Cn1c(Cc2ccccc2)n[nH]c1=S
→ i	-0.8	8.9
> COc1ccc(CNC(=O)COc2cc3c(c4oc(=O)cc(C)c24)CCC(C)(C)O3)cc1OC
→ i	0.1	42.5*
> COc1ccc(OCC(=O)Nc2cc(S(=O)(=O)N3CCCCC3)ccc2OC)cc1
→ i	-1.2	17.2
> O=C(CC(c1ccccc1)c1ccccc1)NCCOCc1ccccc1
→ i	-0.5	15.1
> CCOC(=O)C1CCCN(C(=O)Cc2ccc(C)cc2)C1 (stereo not given)
→ i	1.7	16.7
> CC(=O)/C(=N/Nc1ccccc1)N1CCOCC1
→ i	-0.7	-4.2
> Cc1ccc(C(=O)NC2(C(F)(F)F)N=C3SCCN3C2=O)cc1 (stereo not given)
→ i	-1.9	15.7
> CCC1CSC(=Nc2ccc(C)cc2)N1C(=O)CN1C(=O)NC2(CCCC2)C1=O (stereo not given)
→ i	0.7	9.9
> Cc1cccc(NC(=O)c2ccc(F)c(S(=O)(=O)NCc3ccco3)c2)c1
→ i	0.1	85.5*
> COc1ccccc1-c1nc(C(F)(F)F)c(OC)o1
→ i	0.0	21.5
